# Compound activity: PubChem BioAssay, Broad Institute
# PAX8 reporter = inhibitors of PAX8 transcriptional activity in RMG-I cells; RMG-I TPO-luciferase reporter, SteadyGlo, 24 h; inhibition, % at 12.6 µM; actives 1.2% (n = 360,000);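 active means mean replicate inhibition at least 60% with every replicate also reaching 60%; inconclusive means only one of the two criteria is met; inactive means mean below 60% and not all replicates reaching 60%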;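 further: luciferase light reporting Pax8 driven TPO promoter activity; plate controls were median of neutral control wells for no effect and mitoxantrone controls for full effect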
# Cneo AK release = causes C. neoformans cell lysis; adenylate kinase release luminescence, 4 h; normalised: neutral wells 0, clomiphene wells 100; lysis activity, % at 15 µM; actives 0.2% (n = 360,000); AID 651654;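 active means mean lysis activity across replicates of at least 80%, whatever share of replicates individually reach that level; inactive means mean lysis activity below 80%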
#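 Assay system: log-phase C. neoformans yeast / Quantity: yeast cell density of 5 × 10^6 cells/mL / Medium: fresh YPD growth medium / Compound: single dose / Timing: static 4 h at 37 °C with compound, 1 h detection / Measured by: adenylate kinase release luminescence / Read-out: lysis from increased AK signal / Benchmarks: Clomiphene as positive lysis control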
# LGR2 inh = blocks bursicon-induced cAMP signaling via Drosophila LGR2; HEK293 LGR2, CRE-luciferase, bursicon-stimulated, 4 h; inhibition, % at 9.99 µM; actives 0.35% (n = 380,000); AID 720647;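 active means drop in luminescence signal, shown as inhibition above about 50% in the replicate tests, limit read from the data, passing the limit was not always enough; inconclusive means probably only some replicates passing the limit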;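 further: agonist challenge used bursicon conditioned medium at about half maximal strength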
# PGC1a acetyl inh = PGC1a acetylation modulation, inhibitor mode. actives 0.17% (n = 350,000). inhibition, % at 15.6 µM. U2OS PGC1a acetylation, AlphaScreen anti-acetyl-lysine; with virally co-expressed GCN5 acetyltransferase. AID 651687;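 active means every replicate shows inhibition of at least 40%; inconclusive means mean inhibition at least 40% but some replicate below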;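 further: 0% = neutral control wells and 100% = positive control wells; some results beyond the cut were filed as inactive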
# CASP6 VEID inh = blocks human caspase-6 cleavage activity; inhibition, % at 12.5 µM; AID 686996; P55212; actives 0.53% (n = 350,000); purified caspase-6, Z-VEID-R110 cleavage fluorescence;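 active means mean inhibition across replicates at least about 35%, with every replicate also reaching that limit, limit read from the data; inconclusive means only one of the two criteria met; inactive means neither criterion met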;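 further: 0% = median of neutral control wells and 100% = no fluorescence left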
# Target sequence (P55212 24-179 limits assumed): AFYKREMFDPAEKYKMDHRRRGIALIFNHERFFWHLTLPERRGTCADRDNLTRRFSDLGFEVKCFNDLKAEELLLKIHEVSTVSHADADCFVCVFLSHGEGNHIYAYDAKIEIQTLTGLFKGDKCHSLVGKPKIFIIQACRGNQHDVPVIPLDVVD
# Target sequence (P55212 194-293 limits assumed): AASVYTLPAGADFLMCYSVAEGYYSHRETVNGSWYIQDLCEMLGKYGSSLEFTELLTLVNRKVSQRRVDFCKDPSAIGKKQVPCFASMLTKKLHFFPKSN
# FN deposit inh = fibronectin deposition inhibition. AH1F fibroblasts, Alexa488-fibronectin deposition fluorescence, overnight. inhibition, % at 12.6 µM. actives 0.086% (n = 350,000). AID 743247;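 active means mean inhibition across replicates of 30% or more, regardless of how many single replicates reach that level; inconclusive means mean under 30% yet at least half of replicates reach 30%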;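 further: positive control wells lacked labelled fibronectin entirely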
#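 Material: AH1F fibroblasts assembling fluorescent fibronectin matrix; amount: 10000 AH1F cells/well; medium: DMEM, 2% serum; reagent: Alexa488-fibronectin, 24 nM final in well; dosing: single compound dose, delivered by pin transfer; incubation: 1 h adhesion, overnight exposure; detection: fluorescence after three HBSS washes, excitation 485 nm, emission 525 nm; measure: fibronectin deposition inhibition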
# EWS-Fli block = inhibitors of EWS/Fli oncoprotein transcriptional activity | A673 NR0B1-luciferase reporter, viability-normalised | inhibition, % at 12.6 µM | actives 0.67% (n = 350,000);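 active means mean inhibition of at least 50% after viability correction, with every replicate also passing that limit; inconclusive means mean reaches 50% but only one of two replicates passes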;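 further: firefly luciferase signal divided by Alamar Blue viability fluorescence both relative to DMSO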
# miR-122 sensor = blocks miR-122 activity in Huh7 sensor cells | AID 602342 | Huh7 miR-122 Renilla luciferase sensor, 48 h; neutral wells = 0, positive control = 100 | actives 0.3% (n = 340,000) | activation (reporter increase), % at 12.5 µM;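 active means mean replicate activation score at least 90 and every replicate individually at or above 90; inconclusive means only one of the two criteria met; inactive means neither criterion met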;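 further: higher luciferase means less miR-122 activity so hits act as miR-122 inhibitors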
# * hit, by the source's call; ? = inconclusive; nt = not tested or not shown; [ ] = another dose, or the depositor's remark.
nr	mol	LGR2 inh	miR-122 sensor	PAX8 reporter	CASP6 VEID inh	Cneo AK release	EWS-Fli block	PGC1a acetyl inh	FN deposit inh
1	Cc1ccc(-n2c(C)cc(/C=C(\C#N)C(=O)NCC3CCCO3)c2C)cc1 (configuration not stated)	nt	2.3	nt	nt	-21.9	nt	0.7	-1.3
2	COc1cccc(-c2nc(CN3CCN(C(=O)c4ccco4)CC3)c(C)o2)c1OC	0.5	-4.3	7.6	4.7	-1.8	-9.5	2.6	2.7
3	Cc1cccc(/C=N/NC(=O)c2cccc(Cl)c2)n1	-6.4	nt	5.3	3.0	-24.2	-12.1	nt	6.9
4	COc1ccc(-c2cc3ccccc3nc2N)cc1OC	-13.1	-5.7	-1.4	1.1	-1.6	-2.6	8.2	4.1
5	CCOc1ccc(NC(=S)N2CCCN(Cc3cc(C)ccc3C)C2)cc1	-21.6	-1.4	14.7	-10.4	7.7	-9.1	-9.1	-2.5
6	Cc1onc(-c2c(F)cccc2Cl)c1C(=O)NC1CCCCCC1	0.8	nt	-3.6	2.1	-0.6	1.6	nt	1.2
7	Nc1cc(-c2ccc(Br)cc2)[nH]n1	-5.2	3.5	-18.8	0.0	0.1	-22.2	12.7	-6.7
8	O=C(Nc1cccc2ccccc12)ON=C1CCCCC1	3.7	-6.7	23.1	5.5	-2.5	9.0	2.4	3.9
9	O=C(c1ccc(NS(=O)(=O)c2ccc3[nH]c(=O)[nH]c3c2)cc1)N1CCN(c2ccccc2)CC1	1.8	-4.7	-3.1	2.4	-0.1	3.4	-8.7	-4.0
10	C[C@@H]1CCCCO[C@H](CN(C)C(=O)Nc2ccc(C(F)(F)F)cc2)[C@@H](C)CN([C@@H](C)CO)C(=O)c2cc(NC(=O)CCC(F)(F)F)ccc2O1	8.4	6.5[16.7 µM]	5.5	-0.2	0.2	-2.3	3.7	nt
11	COc1ccc(Cc2c(O)nc(SCC(=O)N3CCCCCC3)[nH]c2=O)cc1	nt	-4.8	nt	nt	6.3	nt	-2.7	-1.3
12	N#Cc1ccc(-c2ccc3c(c2)[C@H]2[C@H](CCN2C(=O)c2ccccc2F)[C@H](CO)N3)cc1	-2.9	-11.8[16.7 µM]	12.0	1.9	8.5	10.8	-0.1	5.2
13	COc1ccc(-c2onc3ccc(Br)cc23)cc1	14.5	-2.3	-14.8	nt	-1.7	nt	11.2	0.4
14	O=C(O)c1ccc(/C=N/NC(=S)NCc2ccccc2)cc1	6.8	-14.0	36.9	2.3	nt	10.8	nt	9.2
15	CCCCCCNC(=O)O[C@H]1C[C@H](C(=O)OC)[C@H](C(=O)OC)C2CN(S(=O)(=O)c3ccc(C)cc3)C[C@@]21O (some centres not stated)	-21.1	-4.4	12.6	-0.9	4.8	-6.4	0.2	7.6
16	COCC(=O)N(C)C[C@H]1Oc2ncc(C#Cc3ccccc3)cc2C(=O)N([C@@H](C)CO)C[C@@H]1C	-9.6	-3.6[16.7 µM]	nt	-1.2	-0.1	-12.2	-2.0	2.0
17	CC(C)NC(=O)Nc1ccc2c(c1)CC(=O)N([C@H](C)CO)C[C@H](C)[C@@H](CN(C)S(C)(=O)=O)O2	-13.6	1.8[16.7 µM]	-11.7	-2.4	-0.4	-13.3	-7.4	nt
18	COc1ccc(N2CCN(CC(O)COc3ccc([N+](=O)[O-])cc3)CC2)cc1 (configuration not stated)	-10.5	nt	4.3	1.4	nt	7.0	nt	nt
19	CCCC#Cc1ccc2c(c1)O[C@@H](CN(C)C(=O)c1ccccc1F)[C@@H](C)CN([C@H](C)CO)S2(=O)=O	16.8	2.1[16.7 µM]	nt	1.3	5.3	10.6	-9.6	-24.6
20	COc1cccc(C(=O)N2CCN(Cc3cccc(F)c3)CC2)c1	12.6	-0.9	5.1	0.1	0.5	nt	3.0	-4.7
21	CCOC(=O)C(NC(=O)c1cccc(Cl)c1)(Nc1sc2c(c1C(N)=O)CCC2)C(F)(F)F (configuration not stated)	-28.0	nt	6.4	2.5	nt	5.9	nt	-37.7
22	O=C(Nc1ccc(-c2csc(Nc3ccccc3)n2)cc1)c1cccc(C(F)(F)F)c1	-15.4	5.4	28.5	-2.7	3.3	-24.8	nt	1.9
23	O=C(c1ccccc1Br)N(Cc1ccccc1)c1ccccc1	7.1	-5.1	-3.3	2.5	0.5	19.7	-17.2	-4.9
24	Cc1csc2c(N(C)CCO)ncnc12	-8.2	nt	-29.9	3.8	nt	-3.8	nt	-2.7

# Rewritten with each value named: 3 of the compounds above.
(10) C[C@@H]1CCCCO[C@H](CN(C)C(=O)Nc2ccc(C(F)(F)F)cc2)[C@@H](C)CN([C@@H](C)CO)C(=O)c2cc(NC(=O)CCC(F)(F)F)ccc2O1
  LGR2 inh: 8.4	miR-122 sensor: 6.5[16.7 µM]	PAX8 reporter: 5.5	CASP6 VEID inh: -0.2	Cneo AK release: 0.2	EWS-Fli block: -2.3	PGC1a acetyl inh: 3.7	FN deposit inh: nt

(24) Cc1csc2c(N(C)CCO)ncnc12
  LGR2 inh: -8.2	miR-122 sensor: nt	PAX8 reporter: -29.9	CASP6 VEID inh: 3.8	Cneo AK release: nt	EWS-Fli block: -3.8	PGC1a acetyl inh: nt	FN deposit inh: -2.7

(4) COc1ccc(-c2cc3ccccc3nc2N)cc1OC
  LGR2 inh: -13.1	miR-122 sensor: -5.7	PAX8 reporter: -1.4	CASP6 VEID inh: 1.1	Cneo AK release: -1.6	EWS-Fli block: -2.6	PGC1a acetyl inh: 8.2	FN deposit inh: 4.1

# Next compounds follow.
nr	mol	LGR2 inh	miR-122 sensor	PAX8 reporter	CASP6 VEID inh	Cneo AK release	EWS-Fli block	PGC1a acetyl inh	FN deposit inh
25	COCCn1c(SCC(=O)NC2CC2)nnc1-c1ccco1	14.0	-5.9	0.3	3.7	2.0	3.7	5.7	-9.8
26	COc1ccc(CN2CCNC(=O)C2CC(=O)N(C)Cc2ccno2)c(F)c1 (configuration not stated)	-13.1	-8.4	nt	-0.8	1.1	0.1	1.7	-0.9
27	CSCC(=O)N1CCCC(CO)(Cc2ccccc2C)C1 (configuration not stated)	-30.7	-5.1	16.7	-1.2	nt	2.4	109.0*	nt
28	Cc1cccc(NC(=S)NC2CCN(Cc3ccccc3)CC2)c1C	-0.2	nt	-8.0	-2.1	nt	19.4	nt	1.4
29	C[C@@H]1CN([C@@H](C)CO)C(=O)c2cccc(NC(=O)Nc3ccccc3)c2O[C@@H]1CN(C)S(=O)(=O)c1ccc(Cl)cc1	-1.0	-12.7[16.7 µM]	17.5	1.0	-2.8	3.2	-15.5	nt
30	C[C@H](CO)N1C[C@H](C)[C@@H](CN(C)CC2CC2)Oc2c(NC(=O)Nc3ccccc3)cccc2C1=O	22.0	61.7[16.7 µM]	-2.7	2.9	-3.5	0.0	1.8	-1.6
31	CCOc1ccccc1NC(=O)CSc1nc(=O)n(CCCN2CCOCC2)c2c1CCC2	7.4	nt	-1.9	-1.2	4.1	-1.0	nt	4.1
32	COc1ccc(S(=O)(=O)N(C)C[C@@H]2OCCCC[C@@H](C)Oc3ccc(NC(=O)Nc4ccc(F)cc4)cc3C(=O)N([C@@H](C)CO)C[C@H]2C)cc1	0.4	3.6[16.7 µM]	11.0	3.4	2.5	18.9	-1.8	-2.4
33	O=P(OC1CCCCC1)(OC1CCCCC1)C(O)c1cccnc1 (configuration not stated)	-7.5	6.6	17.9	0.6	0.0	3.8	14.0	-2.6
34	NNC(=O)c1cc2c(N3CCC(Cc4ccccc4)CC3)ncnc2s1	20.4	nt	5.0	-1.0	nt	-1.8	nt	2.3
35	O=C(CSc1nccn1-c1ccc(Cl)cc1)NCc1ccc2c(c1)OCO2	-11.8	-4.8	-1.9	1.2	0.9	7.1	13.0	-6.2
36	CCOC(=O)c1ccc(S(=O)(=O)N2CCN(CCC#N)CC2)cc1	8.8	-6.3	-0.6	-0.1	-1.2	4.7	nt	10.6

# Only PAX8 reporter and miR-122 sensor (3 entries from above):
cpd	smiles	PAX8 reporter	miR-122 sensor
17	CC(C)NC(=O)Nc1ccc2c(c1)CC(=O)N([C@H](C)CO)C[C@H](C)[C@@H](CN(C)S(C)(=O)=O)O2	-11.7	1.8[16.7 µM]
18	COc1ccc(N2CCN(CC(O)COc3ccc([N+](=O)[O-])cc3)CC2)cc1 (configuration not stated)	4.3	nt
19	CCCC#Cc1ccc2c(c1)O[C@@H](CN(C)C(=O)c1ccccc1F)[C@@H](C)CN([C@H](C)CO)S2(=O)=O	nt	2.1[16.7 µM]

# The list goes on.
nr	mol	LGR2 inh	miR-122 sensor	PAX8 reporter	CASP6 VEID inh	Cneo AK release	EWS-Fli block	PGC1a acetyl inh	FN deposit inh
37	C[C@H](CO)N1C[C@H](C)[C@@H](CN(C)C)Oc2cc(-c3ccc(C(=O)N(C)C)cc3)ccc2S1(=O)=O	-12.6	3.7[16.7 µM]	nt	0.2	4.9	1.2	0.8	5.6
38	CC(C(=O)Nc1ccccc1)N1CCN(c2ccccn2)CC1 (configuration not stated)	1.6	nt	-1.7	-1.0	-0.5	3.6	nt	1.5
39	COc1ccc(C(=O)Nc2ccc3c(c2)C(=O)N(C)C[C@@H](OC)[C@@H](C)CN(C)[C@@H](C)CO3)cc1	15.6	nt	5.0	-2.4	-3.1	0.7	4.6	-17.5
40	CCSc1nnc(NC(=O)c2csc(C)c2)s1	-56.8	-1.1	nt	nt	1.6	nt	-0.2	11.5
41	CN(CCc1ccccc1)C(=O)c1ccc(NC(=O)Cc2ccc(NC(=O)C3CCN(S(=O)(=O)c4cccc([N+](=O)[O-])c4)CC3)cc2)cc1	-6.4	nt	-0.8	-2.8	3.1	5.4	nt	nt
42	CCCOC(=O)c1ccc(-n2nnnc2SCC(=O)N2CCCCC2)cc1	nt	0.4	-22.0	nt	9.2	nt	?	-3.4
43	Cc1cccc(C(=O)Nc2ccccc2-c2nnn(CC(=O)Nc3ccc4c(c3)OCCO4)n2)c1	nt	-5.4	0.8	nt	7.0	nt	0.4	3.2
44	CC(C)(C)OC(=O)NCCCCCNC(=O)c1[nH]cnc1C(=O)N[C@@H](Cc1ccccc1)C(=O)OCc1ccccc1	2.0	0.2	-1.3	nt	-2.2	0.4	-9.8	1.3
45	Nc1cc(=O)n(Cc2ccccc2)c(N)c1C(=O)NCc1ccccc1	8.8	nt	7.0	0.4	nt	0.2	nt	-3.9
46	O=C1NC(c2cccc(OCc3ccccc3)c2)Nc2ccccc21 (configuration not stated)	4.8	45.9	55.9	5.7	nt	39.0	-9.0	-34.2
47	OCC(O)C(O)C(O)c1cnn(-c2ccccc2)n1 (configuration not stated)	-6.1	-9.3	7.5	1.0	nt	-5.2	1.4	-4.3
48	CCOCCCNC(=O)c1ccc(OC2CCN(C(C)=O)CC2)c(OC)c1	-9.0	-5.2	5.7	-3.7	1.1	5.8	12.5	4.1
49	O=C(COC(=O)C1COc2ccccc2O1)Nc1cccc(S(=O)(=O)N2CCCCC2)c1 (configuration not stated)	1.0	nt	21.1	0.7	nt	4.8	2.6	nt
50	CC(=O)Nc1ccc(NC(=O)c2ccccc2Nc2ccccc2)cc1	1.9	3.7	17.5	2.0	1.9	-6.9	-8.5	2.0
51	O=c1cccc2c1c1cc[nH]c3ccc(=O)n2c31	15.1	-5.6	nt	-0.9	-0.3	27.7	7.0	nt

# Compounds as they come. About 2.5% of those tested had a hit in this group.
